Source: PubChem
Pol kappa inh – qHTS for Inhibitors of Polymerase Kappa; DNA polymerase kappa (Homo sapiens), Q9UBT6; purified Pol kappa, fluorescent DNA synthesis assay, 10 min; Potency, µM (titrated, usually from 107 µM), inactives show at the top dose activity, negative = inhibition, most hits filed as inhibitors; 0.53% of 400,000 active; AID 588579, 2011; note: % is set by controls: 0 for no effect and ±100 for the full control effect
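First, compounds were pin-transferred onto 10 nM Pol kappa. After 15 min at room temperature, substrate was added to 50 nM final. Fluorescence was then measured kinetically at 0 and 10 min.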
BLM helicase inh – qHTS Assay for Inhibitors of Bloom's syndrome helicase (BLM); Potency, µM (series often up to 56.1 µM), inactives show at the highest dose activity change, negative = inhibition, usual class: inhibitors; 0.2% of 350,000 active; RecQ-like DNA helicase BLM (Homo sapiens), P54132; recombinant BLM DNA unwinding, fluorescence dequenching;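 note: plate controls were vehicle for no effect and no enzyme for full effect; nearly all actives have a fitted effect of over 35% in size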
BAZ2B block – qHTS Assay for Inhibitors of BAZ2B. Bromodomain adjacent to zinc finger domain protein 2B (Homo sapiens), Q9UIF8. AlphaScreen BAZ2B-H3K14Ac peptide displacement. Potency, µM (series often up to 114 µM), for inactives: top-dose activity change, negative = inhibition, usual class: inhibitors. 4.4% of 360,000 active. AID 504333, 2011; note: % is set by controls: 0 for no effect and ±100 for the full control effect; nearly all actives have a fitted effect of over 60% in size
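Complex of BAZ2B and biotin-H3K14Ac (50 nM apiece) forms over 30 min at RT, then faces library compounds up to 110 uM for another 30 min; AlphaScreen beads added, 20 min dark incubation, luminescence read.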
APEX1 inh – qHTS Assay for Inhibitors of the Human Apurinic/apyrimidinic Endonuclease 1 (APE1). DNA repair nuclease/redox regulator APEX1 (Homo sapiens), P27695. recombinant APE1, TAMRA/BHQ-2 abasic DNA cleavage fluorescence. Potency, µM (top dose mostly 65.8 µM), for inactives: at the highest dose activity change, negative = inhibition, most hits filed as inhibitors. 0.35% of 350,000 active. AID 2517, 2012;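 note: plate controls were vehicle for no effect and reference inhibitor for full effect; nearly all actives have a fitted effect of over 55% in size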
Target sequence (P27695 whole entry, looked up): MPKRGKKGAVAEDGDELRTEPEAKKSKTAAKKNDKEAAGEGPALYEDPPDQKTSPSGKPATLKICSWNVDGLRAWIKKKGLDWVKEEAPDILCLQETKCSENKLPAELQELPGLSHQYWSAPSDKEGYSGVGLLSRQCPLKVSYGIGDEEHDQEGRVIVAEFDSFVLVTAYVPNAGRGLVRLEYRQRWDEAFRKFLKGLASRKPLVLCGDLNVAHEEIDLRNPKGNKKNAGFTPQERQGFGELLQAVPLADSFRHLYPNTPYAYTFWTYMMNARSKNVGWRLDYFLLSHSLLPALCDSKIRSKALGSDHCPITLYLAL
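Endonuclease cleavage of a quenched abasic-site DNA duplex (50 nM) by APE1 (0.75 nM) was tracked by TAMRA dequenching. Compounds were preincubated with enzyme 15 min at room temperature; data normalized to buffer-only and DMSO wells plus NSC13755 control.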
Pol eta inh – qHTS for Inhibitors of Polymerase Eta. Potency, µM (doses to about 114 µM), for inactives: at the highest dose activity change, negative = inhibition, most hits filed as inhibitors. recombinant Pol eta, fluorescent DNA replication assay. DNA polymerase eta (Homo sapiens), Q9Y253. AID 588591, 2011. 1.2% of 390,000 active; note: % is set by controls: 0 for no effect and ±100 for the full control effect
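Pol eta (10 nM) was preincubated with compounds for 15 min at room temperature, after which fluorescent replication substrate (50 nM final) was added to start the reaction. Fluorescence was read kinetically at 0 and 10 min.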
POLB inh – qHTS Assay for Inhibitors of DNA Polymerase Beta; P06746; Potency, µM (series often up to 114 µM), for the others: at the highest dose activity change, negative = inhibition, hits mostly inhibitors; Pol beta primer extension/strand displacement, fluorescence kinetic; AID 485314, 2010; 1.3% of 340,000 active; note: % is set by controls: 0 for no effect and ±100 for the full control effect
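Human Pol beta at 10 nM; strand-displacement substrate 50 nM final. Compound exposure 15 min at room temperature before start, reaction 10 min at room temperature.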
POLI inh – qHTS for Inhibitors of Polymerase Iota; DNA polymerase iota (Homo sapiens), Q9UNA4; Pol iota fluorescent replication assay, 10 min; Potency, µM (series often up to 115 µM), without a hit: at the top dose activity, negative = inhibition, most hits filed as inhibitors; 1% of 390,000 active
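Pol iota at 10 nM preincubated 15 min with compounds at room temperature; reaction started with fluorescent substrate, 50 nM final. Fluorescence read kinetically at 0 and 10 min; buffer-only wells as negative control.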
G9a inh – qHTS Assay for Inhibitors of Histone Lysine Methyltransferase G9a; Histone-lysine N-methyltransferase EHMT2 (Homo sapiens), Q96KQ7; G9a H3K9 monomethylation, AlphaScreen, 2 h; Potency, µM (titrated, usually from 102 µM), inactives show at the top dose activity, negative = inhibition, actives largely listed as inhibitors; 8.8% of 350,000 active; AID 504332, 2011; note: % is set by controls: 0 for no effect and ±100 for the full control effect; nearly all actives have a fitted effect of over 75% in size
Target sequence (Q96KQ7 913-1193 limits assumed): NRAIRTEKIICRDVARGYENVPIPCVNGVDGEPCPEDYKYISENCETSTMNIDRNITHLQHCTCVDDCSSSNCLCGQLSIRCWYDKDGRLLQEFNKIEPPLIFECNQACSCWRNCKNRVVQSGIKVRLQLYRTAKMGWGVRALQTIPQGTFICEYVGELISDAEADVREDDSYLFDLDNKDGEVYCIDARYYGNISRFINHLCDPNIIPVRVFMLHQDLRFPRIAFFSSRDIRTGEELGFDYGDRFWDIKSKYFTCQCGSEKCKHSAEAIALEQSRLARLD
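Readings reflect AlphaScreen signal from monomethyl-H3K9 antibody detection. HMT at 20 nM; substrate b-H3K9 500 nM; cofactor SAM 20 uM; 2 h RT reaction; compounds tested as titrations in qHTS with 15 min preincubation.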
JMJD2A Tudor inh – qHTS Assay for Inhibitors of JMJD2A-Tudor Domain | Potency, µM (top dose mostly 114 µM), for inactives: top-dose activity change, negative = inhibition, hits mostly inhibitors | 4.4% of 390,000 active | Lysine-specific demethylase 4A (Homo sapiens), O75164 | AID 504339, 2011 | AlphaScreen JMJD2A-Tudor / H3K4me3 peptide binding; note: % is set by controls: 0 for no effect and ±100 for the full control effect; nearly all actives have a fitted effect of over 50% in size
* hit, by the source's call; u = inconclusive; x = no result given; & = joins results of further samples; [ ] = remark or other dose. Calls come from the whole dose curve; as a rule, active = well fitted curve in the direction sought with a large enough effect; inconclusive = small, poorly fitted or top-dose-only effect, or another doubt; inactive = no such curve, though single readings can be large; an effect the other way counts as inactive or inconclusive. Potency is the fitted concentration of half-maximal effect. This is a subset; count on the stated rates, not on these rows.

Screens in order – Pol kappa inh	BLM helicase inh	BAZ2B block	APEX1 inh	Pol eta inh	POLB inh	POLI inh	G9a inh	JMJD2A Tudor inh
Nc1nc2ccccc2n1/N=C/c1ccc2c(c1)OCO2
    2%	5%	-15%	18%	-18%	2%	45%[activator]	u	-8%
N#CC1=C(SCC(=O)Nc2ccccc2)NC(=O)CC1c1ccco1 (configuration not stated)
    -5%	x	x	x	-18%	x	u	x	u
O=C(Cc1ccc(F)cc1)Nc1nnc2n1CCS2
    -3%[60.1 µM]	-2%	56µM*	x	-1%	2%	1%	10µM*	u
Nc1nc(Br)c2c(F)cccc2c1-c1ccc(Cl)cc1
    -25%	-9%	18%	1%	-9%	21%	-19%[58.9 µM]	-12%	32%
CN(C)c1ccc(C(CNS(=O)(=O)c2ccc3ccccc3c2)N2CCOCC2)cc1 (configuration not stated)
    -13%	x	50µM*	3%	1%	x	10%	14%[0.501 µM]	u
Cn1c(=O)[nH]c2nnc(-c3ccc(Cl)c(Cl)c3)nc2c1=O
    -17%	-10%	89µM*	10%	-25%	60%	99%[activator]	u	u
COc1cccc(-c2cc3nc4c(c(N5CCC6(CC5)OCCO6)n3n2)CCC4)c1
    5%	-5%	u	4%	-12%	-24%	20%	5%	-21%
O=C(CCC1CCCN(Cc2ccc3c(c2)OCCO3)C1)NCc1ccc(F)c(F)c1 (configuration not stated)
    -4%	-3%	0%	13%	-2%	-24%	-5%	x	-8%
CCN(CC(=O)Nc1ccc(NC(C)=O)cc1)c1ccc(C(F)(F)F)cn1
    5%	-1%	3%	17%	-6%	23%	12%	13%[59 µM]	-4%
Cc1ccnc(NC(=O)/C=C/c2ccccc2[N+](=O)[O-])c1
    x	-8%	56µM*	-3%	x	u	x	u	x
CC(C)CNC(=O)c1ccc(COc2ccc(Cl)cc2Cl)o1
    -27%	-7%	-1%	-4%	-15%	1%	-10%	26%[0.501 µM]	27%
C=CCNC(=S)N1CCc2[nH]c3ccccc3c2C1
    -22%	-5%	-27%	-1%	-13%	-2%	-10%[58.9 µM]	0%	-32%
Cc1cc(/C=C(\C#N)C(=O)NCC2CCCO2)c(C)n1-c1ccc(Cl)cc1 (configuration not stated)
    -12%	-7%	-1%	-3%	-6%	2%	12%	u	u
CCC(=O)NC(=S)Nc1cccc(NC(=O)c2ccccc2)c1
    -8%	-4%	-5%	17%	-12%	24%	16%	x	-22%
COc1ccc2c(c1)CCN(C(=O)CCl)C2C1C(=O)CCCC1=O (configuration not stated)
    -3%	-1%	-6%	u	-8%	53%	79%[activator]	u	-7%

Part of the list above, field by field.
> O=C(CCC1CCCN(Cc2ccc3c(c2)OCCO3)C1)NCc1ccc(F)c(F)c1 (configuration not stated)
  Pol kappa inh = -4%; BLM helicase inh = -3%; BAZ2B block = 0%; APEX1 inh = 13%; Pol eta inh = -2%; POLB inh = -24%; POLI inh = -5%; G9a inh = x; JMJD2A Tudor inh = -8%

> CCN(CC(=O)Nc1ccc(NC(C)=O)cc1)c1ccc(C(F)(F)F)cn1
  Pol kappa inh = 5%; BLM helicase inh = -1%; BAZ2B block = 3%; APEX1 inh = 17%; Pol eta inh = -6%; POLB inh = 23%; POLI inh = 12%; G9a inh = 13%[59 µM]; JMJD2A Tudor inh = -4%

> Cc1ccnc(NC(=O)/C=C/c2ccccc2[N+](=O)[O-])c1
  Pol kappa inh = x; BLM helicase inh = -8%; BAZ2B block = 56µM*; APEX1 inh = -3%; Pol eta inh = x; POLB inh = u; POLI inh = x; G9a inh = u; JMJD2A Tudor inh = x

> CC(C)CNC(=O)c1ccc(COc2ccc(Cl)cc2Cl)o1
  Pol kappa inh = -27%; BLM helicase inh = -7%; BAZ2B block = -1%; APEX1 inh = -4%; Pol eta inh = -15%; POLB inh = 1%; POLI inh = -10%; G9a inh = 26%[0.501 µM]; JMJD2A Tudor inh = 27%

Other compounds
Screens in order – Pol kappa inh	BLM helicase inh	BAZ2B block	APEX1 inh	Pol eta inh	POLB inh	POLI inh	G9a inh	JMJD2A Tudor inh
CCN1CCN(Cc2ccc(NC(=O)c3cc(NC(=O)C4=NN(c5ccccc5)C(=O)C4)cc(OC)c3)cc2C(F)(F)F)CC1
    -4%	3%	u	3%	4%&-11%	-16%	-14%	14%[12.7 µM]	u
COCCn1c(SCC(=O)NCc2ccccc2)nnc1-c1ccco1
    4%	2%	4%	-1%	-9%	1%	6%	12%[59 µM]	-3%
Cc1ccc(CCNC(=O)C2CCCN(c3nnc(C)c4c(C)n(-c5ccccc5)nc34)C2)cc1 (configuration not stated)
    -6%	3%	-37%	x	-4%	1%	5%	-25%[59 µM]	-13%
Cc1nc(SCC(=O)Nc2ccc(Cl)cc2[N+](=O)[O-])nc(C)c1C
    -9%	-1%	45µM*	-6%	-12%	u	-5%	11µM*	u
CC1CCCC(C)N1/N=C/c1ccc(C#N)cc1 (configuration not stated)
    -1%	-1%	u	u	-3%	-2%	23%	u	u
CC1=C(c2ccc(C(C)C)cc2)S(=O)(=O)N=C1N1CCC(C(=O)NCc2ccco2)CC1
    2%	-4%	-11%	x	x	-2%	19%	11%[59 µM]	-2%
Cc1ccnc(NS(=O)(=O)c2ccc(-n3cccn3)cc2)c1
    -5%	-1%	-16%	66%[activator]	-10%	3%	-1%	0%	6%
COC(=O)c1ccc(COc2ccccc2/C=C(\C#N)C(=O)Nc2ccccc2C)cc1
    -10%	0%	1%	2%	-18%	31%	26%	17%[59 µM]	-8%
COc1ccc(-c2cccc([C@H]3[C@@H]4C=CC[C@@H](C)[C@@H]4C(=O)N3Cc3ccccc3)c2)cc1
    0%	-12%[75.6 µM]	x	1%&-4%	-23%	x	30%	u	-12%
Oc1c(C(c2ccccn2)N2CCCCC2)cc(Cl)c2cccnc12 (configuration not stated)
    -9%	-4%	7.9µM*	u	-12%	20%	54%[activator]	7.1µM*	22µM*
C/C(N)=C(/C#N)C(=O)COC(=O)COc1ccc(Cl)cc1C
    -25%	-6%	-5%	6%	-11%	6%	-5%	50µM*	-15%
Cc1ccc(-c2cnc3cc(C)nn3c2)cc1
    0%	-1%	12%	-7%	-18%	37%	59%[activator]	3%	10%
COc1cccc(-c2ccc3c(c2)C2CC3CCN2C(C)=O)c1 (configuration not stated)
    0%	x	x	x	-18%	x	8%	x	-12%
COc1ccc(Cn2ccc3nc(C)c(C(=O)Nc4ccc(OC)c(OC)c4)cc3c2=O)cc1
    -6%[60.1 µM]	0%	1%	x	-7%	9%	8%	-2%[59 µM]	-2%
CCOc1ccc(NS(=O)(=O)c2cc(C(=O)N3CCN(C(C)=O)CC3)ccc2Cl)cc1
    -19%	-1%	-15%	-10%	-3%	-3%	1%	x	-7%
Cc1cc(C(=O)CN2CCCC2)c(C)n1-c1ccc(Cl)cc1
    -3%	1%	-39%	-1%	-8%	-6%	110%[activator]	50µM*	-33%
O=C(NC(NC1CCS(=O)(=O)C1)C(Cl)(Cl)Cl)c1cccc(Cl)c1 (configuration not stated)
    -8%	-1%	-5%	-1%	-1%	-30%	10%	9%[59 µM]	-12%
Cc1cc(C)c(OCCCCN(C)Cc2ccccc2)c(C)c1
    1%	-2%	u	-8%	-13%	0%	8%	1.3µM*	7.1µM*
CN1/C(=C\C(=O)CSc2nnc(NCc3ccccc3)s2)C(C)(C)c2ccccc21
    -13%	4%	u	13%	-43%	-5%	-16%	3.2µM*	u
Cc1sc(NC(=O)CN2CCCC2)nc1-c1ccc2c(c1)CCN2C(=O)c1cccc(F)c1
    -11%	-1%	u	29%	-8%	3%	29%	u	u
O=C(CCn1c(=S)[nH]c2cc3c(cc2c1=O)OCO3)N1CCc2ccccc2C1
    x	-1%	2%	14%	x	37%	x	u	x
CCN(CC)CCCN=Cc1c(-c2ccccc2)[nH]n(-c2nc3ccccc3s2)c1=O
    -1%	35%[activator]	-2%	14%	-11%	3%	6%	x	-22%
CCN1C(=O)[C@H]2[C@@H](c3ccc(-c4ccc5c(c4)OCO5)cc3)N[C@@](Cc3ccccc3)(C(=O)OC)[C@H]2C1=O
    -9%	x	x	-21%	-4%	x	36%[activator]	x	-23%
Cc1nn(-c2ccc(Cl)cc2)c(=O)c2ccccc12
    -8%	-4%	1%	-2%	-12%	0%	-3%	7%	-9%
COc1cc(NC(=O)C(c2ccccc2)c2ccccc2)c(C(=O)O)cc1OC
    -8%	-4%	-5%	5%	-14%	56%	31%[activator]	x	-11%
CC1(C)CC(=O)C2=C(C1)Nc1cc(Cl)ccc1S2
    -5%	-13%	-28%	12%	-24%	-139%	140%[activator]	x	-11%
COc1ccc(N(C(=O)c2ccco2)C(C(=O)NC2CCCC2)c2cccs2)cc1 (configuration not stated)
    -9%	-2%	-6%	-2%	-5%	-13%	86%[activator]	-4%	-19%
COC(=O)Cc1c[nH]c2cccc(OCC(O)CN(Cc3ccc([N+](=O)[O-])cc3)C(C)(C)C)c12 (configuration not stated)
    -6%	2%	71µM*	-8%	-10%	12%	15%	x	u
O=c1c2cc3c(cc2n(Cc2ccc(F)cc2)c(=O)n1Cc1nc(-c2ccccc2)no1)OCO3
    -3%	-2%	-4%	x	2%	-1%	10%	2%[59 µM]	12%
O=C(N/N=C/c1ccc(C(=O)O)cc1)C1=NNC(c2ccccc2)(c2ccccc2)C1
    -2%	-4%	u	2%	-18%	u	u	0%	79µM*
Cc1cc2c(cc1S(=O)(=O)Nc1ccc(F)cc1)n(C)c(=O)c(=O)n2C
    -9%	-1%	11%	19%	-3%	56%	2%	x	-22%
CCOC(=O)N1CCC(C(N)=O)CC1
    -5%	0%	-1%	0%	-18%	68%	11%	u	20%
N#CC(=C=[N-])/C=C(\C(=O)c1ccccc1)[n+]1ccccc1
    -12%	-1%	1%	8%	-10%	12%	-26%	19%	-3%
CN(C)C(=C(C#N)C#N)N1CCN(c2ccc(Cl)c(Cl)c2)CC1
    -6%	-5%	0%	0%	-18%	7%	13%	18%	-17%
CCOC(=O)c1c(-c2ccccc2)csc1NC(=O)C(C)NCCCN1CCOCC1 (configuration not stated)
    -21%	-1%	40µM*	-2%	-2%	7%	21%	11µM*	50µM*
